Screening data deposited in PubChem by National Center for Advancing Translational Sciences (NCATS).
RECQ1 inh: inhibitors of human RECQ1 DNA helicase; P46063; RECQ1 DNA unwinding, red fluorescence kinetic read; Potency, µM (highest dose often 57.3 µM), for the others: top-dose activity, negative = inhibition, most hits filed as inhibitors; 240,000 compounds, 0.54% hits; AID 2549;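 note: plate controls were vehicle for no effect and no enzyme for full effect; nearly all actives have a fitted effect of over 30% in size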
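50 nM RECQ1T1 preincubated 15 min with compound in Tris pH 8.0 buffer with MgCl2, DTT, Tween-20 and 2.5 ug/ml poly(dI-dC); started with 200 nM TAMRA/BHQ-2 forked duplex and 2 mM ATP. Unwinding read as fluorescence (525/598 nm), two reads 2 h apart.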
SMN2 splice up: enhancers of SMN2 splice variant expression; HEK293 SMN2-luciferase splicing reporter, luminescence, 30-36 h; Potency, µM (top dose mostly 46.1 µM), for the others: top-dose activity change, positive = activation, actives largely listed as activators; 210,000 compounds, 2.8% hits; note: % of control where 0% means no effect; nearly all actives have a fitted effect of over 55% in size
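HEK293 cells carry an SMN2 […]–luciferase reporter in which exon 7 inclusion puts luciferase in frame. Cells were plated 10-12 h before compound addition, then incubated 30-36 h at 37C. ONE-Glo luminescence was read; sodium butyrate at 4.5 mM final served as control.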
LMNA splice mod: LMNA splicing modulation; 200,000 compounds, 0.01% hits; Potency, µM (highest dose often 46.1 µM), for the others: at the top dose ratio change, negative = inhibition, hits mostly inhibitors; HeLa LMNA splicing GFP/RFP minigene ratio, 48 h; active = well fitted inhibition curve with a large enough effect in the signal ratio, with a control signal flat, not every such curve was filed as active; inconclusive = small, poorly fitted or top-dose-only effect, or effect the other way, or a change in a side signal; the % refers to the signal ratio; note: % is set by controls: 0 for no effect and ±100 for the full control effect
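S3 HeLa cells stably expressing lamin A-EGFP splicing minigene plus DsRed2, 600 cells/well, 48 h compound exposure at 37C. Laser-scanning cytometry; analysed as GFP (500-530 nm)/RFP (575-640 nm) total intensity ratio; 0.5% DMSO vehicle.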
KDM4E inh: blocks human JMJD2E demethylase activity; B2RXH2; JMJD2E catalytic domain, FDH-coupled NADH fluorescence (FDH is formaldehyde dehydrogenase); Potency, µM (titrated, usually from 57.1 µM), for the others: at the top dose activity change, negative = inhibition, most hits filed as inhibitors; 230,000 compounds, 1.6% hits; AID 2147; active = well fitted inhibition curve with a large enough effect, not every such curve was filed as active; inconclusive = small, poorly fitted or top-dose-only effect, or another doubt; inactive = no such curve, though single readings can be large or run the other way;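 note: 0% = wells with enzyme and -100% = buffer wells without enzyme; nearly all actives have a fitted effect of over 50% in size; many of its hits are not listed in these tables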
GoLoco inh red: blocks human Gai1 binding to RGS12 GoLoco peptide, red readout. Gai1:RGS12 GoLoco peptide FP, rhodamine, 10 min. Potency, µM (top dose mostly 61.6 µM), inactives show at the highest dose activity, negative = inhibition, actives largely listed as inhibitors. 230,000 compounds, 0.44% hits. AID 880; active = well fitted inhibition curve with a large enough effect, not every such curve was filed as active; inactive = no such curve, though single readings can be large or run the other way; note: % is set by controls: 0 for no effect and ±100 for the full control effect; nearly all actives have a fitted effect of over 30% in size; many of its hits are not listed in these tables
Target sequence (P63096 whole entry, looked up): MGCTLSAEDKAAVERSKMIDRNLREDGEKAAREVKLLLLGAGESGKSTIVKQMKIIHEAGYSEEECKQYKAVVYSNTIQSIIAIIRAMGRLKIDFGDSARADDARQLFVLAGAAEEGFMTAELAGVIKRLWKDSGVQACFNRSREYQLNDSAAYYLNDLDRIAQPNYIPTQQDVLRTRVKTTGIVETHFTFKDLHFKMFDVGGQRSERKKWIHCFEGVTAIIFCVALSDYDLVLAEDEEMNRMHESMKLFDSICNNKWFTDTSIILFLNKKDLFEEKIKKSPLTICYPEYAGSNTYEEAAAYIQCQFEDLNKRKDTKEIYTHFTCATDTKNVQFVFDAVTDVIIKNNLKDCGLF
TRb SRC2 PPI: disrupts binding of human TR beta to SRC2 | P10828 | TRbeta-SRC2 peptide binding, fluorescence polarization; receptor liganded with 1 µM T3 | Potency, µM (series often up to 106 µM), for inactives: at the highest dose activity change, negative = inhibition, most hits filed as inhibitors | 280,000 compounds, 0.065% hits;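 note: plate controls were bound peptide for no effect and peptide without receptor for full effect; nearly all actives have a fitted effect of over 50% in size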
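Each compound concentration gave % activity, normalized to unbound and bound Texas Red SRC2 controls, from polarization read after 5 hr ambient incubation with T3-loaded human TRb LBD.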
ALDH1A1 inh: inhibitors of human aldehyde dehydrogenase 1A1 | P00352 | Purified ALDH1A1, NADH fluorescence, propionaldehyde substrate | Potency, µM (doses to about 75.3 µM), for inactives: at the top dose activity, negative = inhibition, usual class: inhibitors | 220,000 compounds, 7.3% hits; active = well fitted inhibition curve with a large enough effect, not every such curve was filed as active; inconclusive = small, poorly fitted or top-dose-only effect, or another doubt; inactive = no such curve, though single readings can be large or run the other way;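 note: plate controls were no enzyme wells and a reference inhibitor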
Target sequence (P00352 whole entry, looked up): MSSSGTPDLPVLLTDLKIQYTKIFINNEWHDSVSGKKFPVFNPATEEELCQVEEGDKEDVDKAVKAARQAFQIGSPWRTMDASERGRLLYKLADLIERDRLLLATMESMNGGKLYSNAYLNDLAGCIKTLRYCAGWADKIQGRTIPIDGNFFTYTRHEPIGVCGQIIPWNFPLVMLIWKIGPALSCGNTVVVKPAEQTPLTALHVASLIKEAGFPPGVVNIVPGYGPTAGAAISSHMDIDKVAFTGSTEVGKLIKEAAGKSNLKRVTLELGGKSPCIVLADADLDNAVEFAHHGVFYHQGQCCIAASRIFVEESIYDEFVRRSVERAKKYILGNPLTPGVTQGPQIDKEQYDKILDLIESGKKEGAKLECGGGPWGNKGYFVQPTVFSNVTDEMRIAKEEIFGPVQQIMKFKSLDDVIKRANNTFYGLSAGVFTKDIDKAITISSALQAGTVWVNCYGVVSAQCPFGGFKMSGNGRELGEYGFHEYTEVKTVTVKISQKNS
TexasRed fluor: Texas Red fluorescence interference in TRb-SRC2 counter-screen; TRb/SRC2 Texas Red total fluorescence interference; Potency, µM (doses to about 106 µM), for the others: at the highest dose fluorescence change, negative = quenching; 280,000 compounds, 0.29% hits; active = well fitted curve in either direction with a large enough effect; inconclusive = small, poorly fitted or top-dose-only effect; note: % is set by controls: 0 for no effect and ±100 for the full control effect
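Human TRb ligand-binding domain at 0.6 uM with 20 nM Texas Red SRC2 peptide in Tris buffer containing 1 uM T3 and 5% DMSO, incubated with compound 5 h at ambient temperature. Total fluorescence (555/632 nm) calculated as parallel + 2 × perpendicular.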
Active calls of the source: *; i = inactive; ? = inconclusive; nt = no result given; & = joins results of further samples; [ ] = another dose, or the depositor's remark. Unless noted, calls come from the whole dose curve; as a rule, active = well fitted curve in the direction sought with a large enough effect; inconclusive = small, poorly fitted or top-dose-only effect, or another doubt; inactive = no such curve, though single readings can be large; an effect the other way counts as inactive or inconclusive. Potency is the fitted concentration of half-maximal effect. Not all compounds are listed (hit frequency here may not be typical).

Molecule,RECQ1 inh,SMN2 splice up,LMNA splice mod,KDM4E inh,GoLoco inh red,TRb SRC2 PPI,ALDH1A1 inh,TexasRed fluor
Cc1ccc(C(C)n2cc(C(=O)NCc3cccnc3)nn2)cc1 (stereo not given),-4%,-7%,4%,1%,-1%,-9%,11µM*,0%
Cc1cc(C)nc(N(C#N)CC(=O)N2CCC(C(N)=O)CC2)n1,1%,-11%,4%,5%,3%,-1%,?,-3%
COc1ccccc1N1CCN(CC(=O)Nc2ccc(Cl)c(C(F)(F)F)c2)CC1,-9%,-21%,?,-2%,-3%,1%,?,-1%
COc1ccccc1NC(=O)CNS(=O)(=O)c1ccccc1,4%,9%,-6%,-8%,-4%,10%,?,1%
C=CCOc1ccccc1CN1CCCC(CCC(=O)N(C)CCc2ccccn2)C1 (stereo not given),i,nt,nt,4%,10%,-2%,-2%,0%
COc1ccc(C(C)=O)cc1COC(=O)CCCN1C(=O)c2ccccc2C1=O,-3%,11%,-6%[46 µM],5%,-6%,-1%,3.5µM*,1%
c1ccc2cc3[nH]c(CN4CCOCC4)nc3cc2c1,i,26%,-1%,-6%,9%,-10%,?,2%
CCOc1ccc(NC(=O)C(Cc2ccccc2)N2C(=O)c3cccc4cccc(c34)C2=O)cc1 (stereo not given),-9%,nt,nt,9%,-5%,1%,13%,-2%
CCC(=O)N1CCc2cc(S(=O)(=O)Nc3ccc4c(c3)OCCO4)ccc21,-8%,-75%[inhibitor],?,10%,3%,1%,-6%,1%
Cn1cc(C(=O)Nc2ccc3c(c2)CCC3)cn1,1%,nt,?,-2%,7%,-8%,?,-2%
CCOC(=O)CC(=O)c1[nH]c(C)c(C(=O)OCC)c1C,i,13%,nt,-4%,5%,-7%,-26%,-6%
O=C1c2ccccc2C(=O)C12Cc1ccccc1N1CCN(c3ccccc3)CC12 (stereo not given),i,nt,-3%,3%,nt,-21%,?,1%
CCNC(=O)c1cc(S(=O)(=O)N(C)C)c(Cl)cc1Cl,-10%,nt,7%[46 µM],8%,9%,-9%,11%,0%
COC(=O)c1ccc(C2Nc3ccc(/C(C)=N/NC(=O)C(OC)c4ccccc4)cc3C3C=CCC32)cc1 (stereo not given),-7%,-2%,2%,?,-6%,-1%,?,-4%
COc1ccc([N+](=O)[O-])cc1NC(=O)C(C)Sc1nc(-c2ccccc2)cs1 (stereo not given),-15%,-18%,-26%,3%,15%,1%,?,2%
CC1=Nc2ccc(C)cc2/C1=C/c1c(N)n2oc(C)cc2nc1=O,-26%&-16%,-8%,?,?,63%&93%[activator],5%&4%,-1%,4%&7%
COc1ncnc2c1oc1nc(C(C)C)c3c(c12)CC(C)(C)OC3,i,8%,2%,12%,6%,-9%,?,-3%
CC1CC(C)CN(C(=O)c2ccc(CNc3c(N4CCCC4)c(=O)c3=O)cc2)C1 (stereo not given),2%,nt,nt,3%,-2%,-3%,nt,1%
CN1CCc2c(sc(/N=C/c3c[nH]c4ccccc34)c2C(N)=O)C1,2%,nt,nt,?,29%,0%,nt,1%
CC(=O)Nc1c(C)ccc(S(N)(=O)=O)c1C,i,nt,13%[46 µM],6%,11%,-2%,20%,-7%
OCCC1CN(Cc2nc3ccccc3s2)CCN1C1CCCCC1 (stereo not given),i,nt,nt,7%,4%,-2%,10%,1%
CC(C)(C)c1ccc(OC2C=CC(C#Cc3ccccc3)OC2CO)cc1 (stereo not given),10%[11.5 µM],nt,nt,nt,nt,3%[11.2 µM],-13%[13.5 µM],-1%[11.2 µM]
OC(CN1CCC(Cc2ccc(F)cc2)CC1)c1ccc(Cl)cc1 (stereo not given),32%&-6%[activator],21%&-3%,?,6%&10%,11%&-2%,-2%&-8%,9%&3%,1%&-2%
Cc1c(O)nc(SCC(=O)Nc2ccc3c4c(cccc24)CC3)n(-c2ccc(F)cc2)c1=O,-7%,-12%,?,-11%,8%,-3%,1%,-1%
O=C1N/C(=N\N=C\c2ccc3ncccc3c2)SC1Cc1ccc(SC(F)F)cc1 (stereo not given),-8%,13µM*,-3%,5%,-4%,-10%,7%,-3%
COc1cc(/C=C/C2=CC(C)(C)NC(=S)N2)cc(OC)c1OC,i,11µM*,?,-14%,8%,1%,4µM*,-1%
O=C(N/C(C(=O)N1CCOCC1)=C(\Sc1ncccn1)c1ccccc1)c1ccccc1,3%,-1%,-2%,?,0%,-7%,?,0%
CN(Cc1ccccc1)S(=O)(=O)c1ccccc1[N+](=O)[O-],i,nt,nt,5%,0%,2%,9%,3%
COc1ccc(/C(C)=C(\C#N)C(=O)OC(C)C)cc1OC,-1%,2%,-5%,-11%,144%[activator],-1%,-8%,-1%
CS(=O)(=O)Nc1nnc(Cc2ccccc2)s1,8%,-14%,?,0%,-7%,-2%,-8%,-7%
CCn1c(SCC(=O)Nc2ccc(OC)c(OC)c2)nnc1-c1ccco1,8%,nt,nt,5%,6%,3%,nt,0%
CN1CCN(c2cc(-c3ccccc3C(F)(F)F)ncn2)CC1,-4%,-5%,-7%,-6%,-2%,3%,2%,1%
Cc1cccc(Nc2nc(NC(C)C)nc(Oc3ccc(=O)n(C)n3)n2)c1,i,22%,-1%,4%,8%,0%,12%,-3%
O=C(Cn1cnc2c(nnn2Cc2ccccc2)c1=O)NCc1ccco1,-1%,12%,-10%,0%,-14%,2%,3%,-5%
O=C1OCC(CO)(CO)N=C1NNc1cc(Cl)ccc1Cl,i,-9%,10%,-12%,2%,5%,?,-3%
COc1cc(/C=C2\SC(=S)N(NS(=O)(=O)c3ccc(C)cc3)C2=O)ccc1O,22µM*,nt,nt,-1%,239%[activator],8%,25µM*,7%
COc1ccccc1CCn1c(=O)c(-c2cccs2)nc2cncnc21,-10%,nt,?,nt,9%,nt,?,nt
CCn1nccc1C(=O)Nc1ccc(Cl)cn1,-2%,20%,7%,-8%,-12%,-6%,6%,-5%
CNc1c([N+](=O)[O-])cnn1-c1ccccn1,i,0%,16%[46 µM],3%,6%,-4%,8%,-2%
CCc1nnc(NC(=O)CSc2nnc(Cc3ccccc3)o2)s1,-12%,?,4%,1%,10%,-1%,?,0%
CCc1nnc(NC(=O)CCC(=O)O)s1,-2%,-18%,4%,-11%,2%,-24%,6%,2%
CC(=O)c1cc(-c2ccc(F)cc2)n(CCC(=O)Nc2cccnc2)c1C,-5%,1%,nt,-4%,7%,4%,1%,0%
O=C(CCC(=O)N(Cc1ccco1)C(C(=O)NC1CCCC1)c1ccncc1)Nc1cccnc1 (stereo not given),-4%,-12%,-1%,-11%,-2%,2%,-7%,-1%
O=C(O)C1C2CCC(C2)C1C(=O)NCc1ccco1 (stereo not given),1%,-7%,4%,3%,-5%,-18%,35µM*,-3%
S=C(Nc1ccccc1)Nc1nccs1,-6%&-2%,?,?,5%&0%,3%&5%,4%&3%,?,-3%&3%
COc1ccc(NC(=O)CN2CCC(C(N)=O)(N3CCCCC3)CC2)cc1,-17%,2%,8%,-1%,-1%,-5%,-13%,1%
CSc1ccc(-c2cc(=O)c3ccccc3o2)cc1,-8%,11µM*,0%,?,7%,-1%,?,-6%
COc1ccc(-c2cn3ccsc3n2)cc1,i,16µM*,-2%,4%,2%,-13%,12%,-6%
CC(=O)c1cc(F)c(N2CCCC2)cc1C,-14%,-6%,-4%,-1%,12%,-14%,-15%,-1%
C=CCSC1=C(C#N)C2(CCCCC2)C(C#N)C(=O)N1 (stereo not given),3%,4%,12%,1%,9%,0%,2.5µM*,-2%

Carrying on.
Molecule,RECQ1 inh,SMN2 splice up,LMNA splice mod,KDM4E inh,GoLoco inh red,TRb SRC2 PPI,ALDH1A1 inh,TexasRed fluor
COc1ccc(C(=O)N/N=C2\CCc3ccccc32)cc1OC,1%,?,nt,10%,1%,3%,2%,-3%
CC(=O)c1c(COC(=O)c2cccnc2)nc2ccccc2[n+]1[O-],-7%,13%,5%,-2%,8.9µM*,3%,-4%,0%
CC1Cc2ccccc2N1C(=O)c1ccc(N2CCCCC2)c([N+](=O)[O-])c1 (stereo not given),i,-47%[inhibitor],?,0%,7%,-3%,22µM*,0%
Cc1cccn2c(=O)c(/C=C(\C#N)C(=O)NC3CCS(=O)(=O)C3)c(N3CCC(C)CC3)nc12 (stereo not given),5%,8%,-17%,?,4%,5%,?,-2%
CS(=O)(=O)N(CC(=O)N1CCCCCC1)c1cccc(Br)c1,-7%,-15%,3%,-4%,-15%,-3%,-2%,1%
COc1ccc(OC2C(O)COC2/C=C/C#Cc2ccc(F)cc2F)cc1 (stereo not given),-2%&2%[11.5 µM],nt,nt,nt,nt,6%&8%[11.2 µM],5%&4%[13.5 µM],-1%&-3%[11.2 µM]
CCOCCCNC(=O)C(C)NS(=O)(=O)c1ccc(C)cc1 (stereo not given),-9%,-5%,0%,?,1%,0%,?,-1%
CCC(=O)[C@@]1(C)[C@H](C)C[C@@H]2[C@@H]3CCC4=CC(=O)C=C[C@@]4(C)[C@H]3[C@H](O)C[C@]21C,-8%[25.9 µM],3%[20.6 µM],?,1%[25.5 µM],1%[21.6 µM],3%[53 µM],1%[20.9 µM],-3%[53 µM]
CCOc1ccc(-n2c(SCC(=O)Nc3nccs3)nc3c(c2=O)SCC3)cc1,3%,12%,-8%,1%,10%,-8%,1%,-4%
Cc1ccc(S(=O)(=O)N(C)C)cc1NC(=S)NC(C)CCCC(C)C (stereo not given),?,-28%,?,4%,2%,4%,?,1%
